# Rab9 promoter act: Rab9 promoter activation. AID 485297. 320,000 tested, 2.8% active. Huh7 Rab9 promoter-luciferase reporter, luminescence, 24 h. Potency, µM (highest dose often 9.22 µM), for the others: at the top dose activation, negative = inhibition, most hits filed as activators; note: % of control where 0% means no effect; nearly all actives have a fitted effect of over 60% in size
#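 Steps: seed 1500 Huh7 Rab9-luc cells per well, rest 2 h at 37 °C; add compound in DMSO; incubate 24 h; add luciferase reagent, 10 min ambient; read luminescence.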
# ELG1 genotoxic: inducers of genotoxicity in HEK293T ELG1-luciferase cells. 330,000 tested, 1.3% active. Potency, µM (top dose mostly 46 µM), for the others: at the highest dose activity change, positive = activation, most hits filed as activators. HEK293T ELG1-luciferase reporter, luminescence, 16 h; note: % of control where 0% means no effect; nearly all actives have a fitted effect of over 60% in size
#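 After overnight (16 hr) compound treatment at 37 °C, ELG1-luciferase HEK293T cells were lysed with ONE-Glo; luminescence quantified 30 min later at room temperature.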
# BRCA1 expr act: activators of BRCA1 expression | AID 624202 | 380,000 tested, 1.1% active | Potency, µM (top dose mostly 46.1 µM), for the others: top-dose activation, usual class: activators | MCF7-BRCA1-FFLuc reporter, luminescence, 48 h; response scale: scaled: vehicle 0%, 10 µM genistein 100%; note: nearly all actives have a fitted effect of over 80% in size; some results filed as inactive show a strong effect at the top dose
#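 MCF7-BRCA1-FFLuc cells, 2000/well in phenol-red-free MEM, attached 2 h then treated 48 h at 37 C. Luciferase luminescence read 15 min after reagent; normalized to genistein maximum activation (10microM) and DMSO, concentration-response fitted.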
# RORg inh: blocks mouse ROR gamma transcriptional activity; Drosophila S2 Gal4-RORgamma UAS-luciferase reporter, 20 h; Potency, µM (top dose mostly 53.6 µM), for the others: at the top dose activity change, negative = inhibition, actives largely listed as inhibitors; 310,000 tested, 5.4% active; AID 2551; note: % is set by controls: 0 for no effect and ±100 for the full control effect; nearly all actives have a fitted effect of over 60% in size
#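 Drosophila Schneider cells stably carrying a metallothionein-driven Gal4 DBD–ROR gamma fusion and a UAS-Photinus luciferase reporter were exposed to compound for 1 hr, then induced with copper sulfate (700 uM final) for 20 hr at ambient temperature before luminescence reading.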
# uPA surface inh: blocks generation of uPA at the cell surface. Potency, µM (series often up to 38.3 µM), inactives show at the top dose activity change, negative = inhibition, usual class: inhibitors. 330,000 tested, 0.31% active. cell surface uPA generation assay, qHTS; active = well fitted inhibition curve with a large enough effect; inconclusive = small, poorly fitted or top-dose-only effect; inactive = no such curve, though single readings can be large or run the other way; tested in mouse RAW 264.7 cells; note: % is set by controls: 0 for no effect and ±100 for the full control effect; nearly all actives have a fitted effect of over 55% in size
# MBNL1-CUG inh: blocks human MBNL1 binding to CUG repeat RNA; TR-FRET MBNL1-His/biotin-(CUG)12 binding, 665/545 ratio; 280,000 tested, 0.036% active; AID 2675; Potency, µM (top dose mostly 57.5 µM), without a hit: at the highest dose activity change, negative = inhibition, usual class: inhibitors; Q9NR56; active = well fitted inhibition curve with a large enough effect in the signal ratio, with a control signal flat, not every such curve was filed as active; inconclusive = small, poorly fitted or top-dose-only effect, or effect the other way, or a change in a side signal; inactive = no such curve, though single readings can be large or run the other way; the % refers to the signal ratio; note: % is set by controls: 0 for no effect and ±100 for the full control effect
#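 MBNL1-His + Biotin-(CUG)12, cpd titration 92 nM–58 uM; Tb anti-His Ab 0.055 ng/ul, SA-XL665 5 nM (final); 60 min RT; ratiometric 665/545 nm, Ex 340 nm; normalized to buffer and full-complex controls.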
# Gal4-VP16 FLuc: counter-screen for ROR gamma inhibitors: Gal4-VP16 reporter | Drosophila S2 Gal4-VP16 UAS-luciferase, luminescence, 20 h | Potency, µM (series often up to 53.6 µM), for the others: at the highest dose activity, negative = inhibition, actives largely listed as inhibitors | 310,000 tested, 3.5% active;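 note: Gal4-VP16 expression switched on by copper sulfate through the metallothionein promoter; % is set by controls: 0 for no effect and ±100 for the full control effect; nearly all actives have a fitted effect of over 50% in size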
# p53 reactivation: restores transcriptional activity of mutant p53. Potency, µM (doses to about 92.2 µM), without a hit: at the highest dose activity change, positive = activation, actives largely listed as activators. AID 504706. 320,000 tested, 0.063% active. H1299 p53-A138V BP100-luciferase reporter, luminescence, 24 h; note: % of control where 0% means no effect; nearly all actives have a fitted effect of over 45% in size
#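 p53-null H1299 cells stably carrying temperature-sensitive p53-A138V and a BP100-luciferase reporter were pinned with compounds (4-point, 1:5 series) and held 24 hrs at 37 deg C. Luminescence was read 10 min after detection reagent.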
# NPC1 prom act: activates the NPC1 promoter | 320,000 tested, 2.4% active | Huh7 NPC1 promoter luciferase reporter, 24 h | Potency, µM (highest dose often 9.22 µM), without a hit: top-dose activation, usual class: activators;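 note: % of control where 0% means no effect; nearly all actives have a fitted effect of over 60% in size; reporter is driven by a mutant NPC1 promoter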
#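 Compounds in DMSO were transferred onto Huh7 NPC1-luciferase reporter cells pre-incubated 2 h; after 24 h at 37 °C, Amplite reagent was dispensed and luminescence recorded 10 min later.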
# CXXC DNA block: blocks binding of human MLL CXXC domain to DNA; Q03164; MLL-CXXC / FITC-HOXA9 DNA fluorescence polarization; Potency, µM (top dose mostly 115 µM), inactives show at the highest dose activity change, negative = inhibition, most hits filed as inhibitors; 290,000 tested, 0.037% active; AID 2662; active = well fitted inhibition curve with a large enough effect in the polarisation, with a control signal flat, not every such curve was filed as active; inconclusive = small, poorly fitted or top-dose-only effect, or effect the other way, or a change in a side signal; inactive = no such curve, though single readings can be large or run the other way; the % refers to the polarisation
#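 Purified MLL-CXXC (added from a 7 uM solution) was preincubated 5 min at ambient with pinned compounds in 50 mM Tris-HCl pH 7.5, 50 mM NaCl, 1 mM DTT, 0.05% BSA. Fluorescein-labeled HOX-A9 DNA (50 nM solution) followed, 30 min, then polarization read.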
# FLuc counter: inhibits or activates purified firefly luciferase, miR-21 counter-screen. purified FLuc, Km substrates, luminescence inhibition. P08659. 360,000 tested, 6.9% active. Potency, µM (top dose mostly 57.5 µM), inactives show at the highest dose activity change, negative = inhibition, most hits filed as inhibitors;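 note: plate controls were vehicle for no effect and reference inhibitor for full effect; nearly all actives have a fitted effect of over 55% in size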
#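 Purified P. pyralis luciferase, 10 nM final, with Km-level 10 uM D-luciferin and 10 uM ATP in 50 mM Tris acetate pH 7.5, 10 mM Mg acetate, 0.01% Tween-20, 0.05% BSA; 6-point qHTS titration about 60 µM downward; luminescence read.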
# * = called active by the depositor; ? = inconclusive; . = not tested or not shown; & = joins results of further samples; [ ] = another dose, or the depositor's remark. Unless noted, calls come from the whole dose curve; as a rule, active = well fitted curve in the direction sought with a large enough effect; inconclusive = small, poorly fitted or top-dose-only effect, or another doubt; inactive = no such curve, though single readings can be large; an effect the other way counts as inactive or inconclusive. Potency is the fitted concentration of half-maximal effect.
# Order of results – Rab9 promoter act	ELG1 genotoxic	BRCA1 expr act	RORg inh	uPA surface inh	MBNL1-CUG inh	Gal4-VP16 FLuc	p53 reactivation	NPC1 prom act	CXXC DNA block	FLuc counter
- CCN(CCCNS(=O)(=O)c1ccc2c(c1)oc(=O)n2C)c1cccc(C)c1
  0.0%	14.7%	-14.3%	?	3.1%	-12.5%	-0.2%	-10.3%	0.9%	5.1%	1.2%
- COCCNC(=O)N1[C@H]2CC[C@@H]1C(C(=O)OC)=C(c1ccc(-c3ccccc3)c(F)c1)C2
  -6.4%	-1.9%	-9.4%	.	-2.0%	.	.	0.4%	-6.3%	.	4.2%
- O=C1NC(=O)N(Cc2ccc(F)cc2)C(=O)/C1=C\c1ccoc1
  -3.5%	5.9%	-3.5%	-15.0%	2.5%	16.9%	1.9%	-0.3%	-1.2%	37.7%[activator]	?
- COC(=O)CCCCC1SCC(NC(=O)c2ccccc2)C1Cl (configuration not stated)
  -9.7%	-0.7%	-19.9%	-3.8%	-1.1%	-16.6%	-14.8%	8.2%	-1.9%	-7.7%	4.4%
- Cc1c(N=Nc2c(O)n(Cc3ccccc3)c(=O)[nH]c2=O)c(=O)n(-c2ccccc2)n1C
  -1.9%	2.4%	.	-39.1%	?	?	3.6%	?	-3.3%	32.0%[activator]	-1.1%
- COc1ccccc1CN1CCN(C(=O)COc2ccc3ccccc3c2)CC1
  -1.1%	-3.7%	0.0%	6.8%	6.7%	-4.0%	-5.7%	2.5%	-6.9%	-1.7%	-11.7%
- CCC(=O)OC1(c2ccccc2)C(C)CN(C)CC1C (configuration not stated)
  -0.7%	2.6%	5.4%	3.8%	-0.2%	-13.5%	-11.6%	-0.1%	-6.0%	0.3%	-2.2%
- COc1cccc(CNC(=O)c2cccc(S(=O)(=O)N3CCN(C)CC3)c2)c1
  2.6%	-2.8%	-0.5%	-1.5%	-1.1%	-2.7%	-8.8%	-6.6%	0.1%	?	0.7%
- CC1N=C(c2ccccc2Cl)c2cc(Br)ccc2NC1=O (configuration not stated)
  6.7%	0.2%	-17.9%	1.2%	6.1%	-5.2%	-3.9%	-5.9%	2.0%	13.5%	-1.0%
- CC(N=Cc1c(O)[nH]c(=O)[nH]c1=O)c1ccccc1 (configuration not stated)
  10.3%	-3.9%	-0.1%	25.6%	-6.0%	4.3%	-0.9%	-14.4%	-0.5%	1.4%	-0.8%
- CCC(=NCCc1c[nH]c2ccccc12)c1c(O)n(C)c(=O)n(C)c1=O
  -16.5%	-10.2%	-78.8%	-15.7%	.	-2.4%	?	-1.6%	-7.8%	4.7%	-2.0%
- COc1ccc(-c2nn(CCC#N)cc2C(=O)Nc2ccccc2Br)cc1
  -0.2%	-0.4%	34.2%	8.5%	-1.1%	-2.5%	-8.8%	.	3.9%	10.7%	6.4%
- C[C@]12CCC(=O)C=C1CC[C@@H]1[C@@H]2C(=O)C[C@]2(C)C(=O)CC[C@@H]12
  -2.9%	0.1%	-8.1%	1.6%	18.3%	?	-6.1%	8.4%	-9.5%	11.5%	5.4%
- O=C(/C=C/c1ccc(Cl)cc1)NC(=S)N1C[C@H]2C[C@H](C1)c1cccc(=O)n1C2
  -1.9%	3.2%	31.0%	12.6µM*	8.3%	8.5%	-3.4%	14.8%	-1.8%	14.3%	3.7%
- O=Cc1cn(Cc2ccc([N+](=O)[O-])cc2)c2ccccc12
  -3.8%	0.6%	-64.5%	?	2.3%	13.9%	?	1.8%	1.1%	?	-3.6%
- COC(=O)C1=C(c2ccc(C(C)=O)cc2)C[C@@H]2CC[C@H]1N2C(=O)N1CCCC1
  -4.5%	1.2%	-1.6%	.	-9.7%	.	.	0.9%	-3.0%	.	13.3%
- COC(=O)C1=C(c2ccc(-c3ccccc3)c(F)c2)C[C@@H]2CC[C@H]1N2C(=O)NCCOc1ccccc1Cl
  -4.7%	-7.3%	-65.4%	.	?	.	.	5.3%	-0.2%	.	1.7%
- C=C1C2C[C@H](O)C(C)(C)[C@@]2(O)[C@H](O)C[C@]23C[C@@](C)(O)[C@H](CC[C@H]12)[C@H]3OC(C)=O (some centres not stated)
  -32.6%[inhibitor]	0.6%	1.3%	12.6%	13.1%	?	-0.5%	1.3%	0.2%	10.6%	2.7%
- Cc1ccccc1NP(=O)(Oc1ccccc1F)Oc1ccccc1F
  -1.1%	-5.8%	-11.3%	24.4%	-3.1%	?	-3.3%	-8.0%	-1.9%	-2.3%	-1.2%
- CC(Cc1ccccc1)NC=O (configuration not stated)
  1.7%	-1.6%	4.4%	5.4%&1.5%	7.2%	-2.8%	-7.5%&5.2%	3.9%	-2.8%	4.5%&-4.3%	-3.1%
- CN(C1=C(NC(=O)c2ccccc2)C(=O)c2ccccc2C1=O)C1CCS(=O)(=O)C1 (configuration not stated)
  -32.4%[inhibitor]	-6.8%	-66.6%[inhibitor]	14.1µM*	10µM*	.	7.08µM*	-16.7%	-28.3%	19.7%	-6.3%
- Cn1nccc1C(=O)N1CCC2(CC1)OCCO2
  -0.2%	3.0%	14.8%	-22.8%	2.4%	-1.0%	-0.3%	1.8%	3.3%	0.0%	1.1%
- CCN(CC)C(=O)c1ccc(NC(=O)c2cccc(S(=O)(=O)N3CCN(C)CC3)c2)cc1
  0.3%	-1.4%	-16.8%	2.2%	4.0%	0.4%	-2.4%	10.4%	-0.2%	2.6%	5.2%
- CCOc1ccc(OCC)c(NC(=O)CN2CCN(c3ccc(C)cc3C)CC2)c1
  -9.6%	-1.0%	-9.0%	?	-4.0%	?	-13.1%	4.1%	0.9%	-3.8%	-0.1%
- C=CCNC(=S)/N=C/c1c(O)[nH]c(=O)[nH]c1=O
  0.1%	5.7%	-27.5%	-2.2%	0.6%	2.3%	-3.9%	1.5%	0.1%	-6.7%	0.3%
- CC(C)Oc1cccc(C(=O)C2CCCN(Cc3ccon3)C2)c1 (configuration not stated)
  20.7%	-4.5%	40.0%	16.3%	-3.9%	3.8%	-9.2%	4.7%	2.7%	2.7%	-17.1%
- COC(=O)C1=C(c2ccc(OC(F)(F)F)cc2)C[C@@H]2CC[C@H]1N2C(=O)NCc1cccc2ccccc12
  0.6%	-3.2%	.	.	?	.	.	-19.3%	-0.7%	.	3.7%
- CCC1C(C#N)=C(N)Oc2c1c(=O)oc1ccccc21 (configuration not stated)
  0.5%	3.1%	9.7%	-5.0%	1.2%	11.0%	2.2%	-0.3%	-6.0%	13.0%	3.6%
- CC(C)Oc1ccc(CCN)cc1Cl
  1.6%	-0.9%	-19.0%	4.1%	1.9%	.	8.2%	-5.1%	-4.4%	3.1%	7.0%
- O=P(Nc1c(Cl)cccc1Cl)(c1ccccc1)c1nc2c(s1)CCCC2 (configuration not stated)
  2.9%	-2.3%	0.8%	-0.5%	.	-8.9%	1.5%	-0.6%	6.2%	-1.6%	2.4%
- CCCC(C)C1(CC)C(=O)NC(=Nc2ccccc2)NC1=O (configuration not stated)
  -0.5%	-9.1%	8.7%	?	1.4%	-19.9%	-18.7%	-4.8%	-2.1%	-1.4%	3.5%
- O=c1[nH]c(O)c(C=Nc2ccccc2Oc2ccccc2)c(=O)[nH]1
  -2.9%	-0.5%	-3.5%	-14.5%	-2.8%	.	0.3%	0.8%	1.1%	44.7%[activator]	5.7%
- CC(Cc1ccccc1)NC(=O)/C=C/c1ccc(Cl)cc1 (configuration not stated)
  11.2%	4.4%	64.5%	24.9%	-7.0%	?	0.4%	?	2.0%	-2.2%	?
- CC1=C/C(=N\NC(=S)NCCc2ccccc2)CC(C)(C)C1
  29.1%	13.4%	11.2µM*	0.501µM*	-1.6%	2.1%	?	?	25.3%	12.0%	21.3µM*
- CCOC(=O)c1ccc(N=C(C)c2c(O)[nH]c(=O)[nH]c2=O)cc1
  -6.3%	6.8%	0.0%	18.1%	1.4%	3.2%	0.9%	1.3%	1.5%	-6.6%	-3.0%

# Compound activity (PubChem BioAssay)

# Not all compounds are listed; count on the stated rates, not on these rows.
